APJ agonist: activates the human apelin receptor APJ; P35414; CHO-K1 APJ PathHunter beta-arrestin, luminescence; 0% DMSO wells, 100% apelin; activation, % at 20 µM; actives 0.11% (n = 330,000);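 active = activation more than six SD over the plate average, tested at 20 µM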;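 also: 0% = DMSO alone and 100% = apelin-13 at 10 nM; some results filed as inactive read as strong as hits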
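Test system – PathHunter CHO-K1 APJ (AGTRL-1) beta-arrestin reporter cells · Input – 1000 cells/well · Compound – single test compound dose, 20 µM final, 1% DMSO · Times – compound stimulation 90 min at 25 °C, detection 60 min · Technique – beta-gal luminescence · Read-out basis – APJ–arrestin association signal · Control set – negative DMSO alone, positive Apelin-13 at 10 nM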
EBI2 antag: EBI2 (human) antagonism; P32249; AID 651636; inhibition, % at 5 µM; EBI2 beta-arrestin recruitment, luminescence, 7a,25-OHC stimulated; actives 0.81% (n = 360,000); in the data active = inhibition above about 38%;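 also: enzyme fragment complementation signal reports receptor beta-arrestin coupling in cells; 0% = agonist plus DMSO wells and 100% = wells without agonist; some results beyond the cut were filed as inactive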
XBP1 UPR activ: adaptive UPR (XBP1) activation | actives 0.33% (n = 330,000) | CHO-XBP1 luciferase reporter, IRE1-XBP1 UPR activation, luminescence; percent of tunicamycin response, DMSO as zero | activation, % at 20 µM;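 active = versus positive control, 20 µM dose yields 30% or more activation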;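 also: 100% = tunicamycin at 10 µg/mL and 0% = DMSO only wells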
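Material: CHO-XBP1 cells stably carrying IRE1-XBP1-driven luciferase reporter / Amount: 1000 cells per well / Compound: 20 µM, 1% DMSO / Times: 6 h treatment, 37 °C / Detection: luciferase luminescence / Measure: % activation of reporter signal versus tunicamycin and DMSO controls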
CXCR6 inh: inhibitors of human CXCR6 receptor | O00574 | CHO-K1 PathHunter CXCR6 beta-arrestin, luminescence | inhibition, % at 20 µM | actives 0.36% (n = 360,000); in the data active = inhibition above about 34%, passing the limit was not always enough;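 also: antagonist mode with CXCL16 agonist at 10 nM final; 0% = 10 nM CXCL16 with DMSO and 100% = unstimulated wells without agonist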
Target sequence (O00574 whole entry, looked up): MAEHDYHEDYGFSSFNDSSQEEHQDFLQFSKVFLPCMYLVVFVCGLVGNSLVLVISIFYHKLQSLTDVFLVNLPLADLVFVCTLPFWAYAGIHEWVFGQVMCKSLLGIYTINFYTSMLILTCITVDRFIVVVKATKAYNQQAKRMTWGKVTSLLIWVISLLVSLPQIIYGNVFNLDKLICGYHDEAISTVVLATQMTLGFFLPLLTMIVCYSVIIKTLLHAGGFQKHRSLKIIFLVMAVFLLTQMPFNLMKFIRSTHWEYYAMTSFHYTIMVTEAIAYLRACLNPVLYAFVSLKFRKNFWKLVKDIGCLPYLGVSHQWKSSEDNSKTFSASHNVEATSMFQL
CCR6 antagonist: antagonists of human CCR6 receptor | P51684 | CHO-K1 CCR6 PathHunter beta-arrestin, luminescence, CCL20-stimulated | inhibition, % at 20 µM | actives 0.49% (n = 340,000) | AID 493098;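 active = compounds whose inhibition of the agonist-driven luminescence signal at 20 µM reaches about 50%, limit read from the data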;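 also: cells stimulated with CCL20 at 14 nM final; plate controls were DMSO with CCL20 for no effect and DMSO without agonist for full effect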
Target sequence (P51684 whole entry, looked up): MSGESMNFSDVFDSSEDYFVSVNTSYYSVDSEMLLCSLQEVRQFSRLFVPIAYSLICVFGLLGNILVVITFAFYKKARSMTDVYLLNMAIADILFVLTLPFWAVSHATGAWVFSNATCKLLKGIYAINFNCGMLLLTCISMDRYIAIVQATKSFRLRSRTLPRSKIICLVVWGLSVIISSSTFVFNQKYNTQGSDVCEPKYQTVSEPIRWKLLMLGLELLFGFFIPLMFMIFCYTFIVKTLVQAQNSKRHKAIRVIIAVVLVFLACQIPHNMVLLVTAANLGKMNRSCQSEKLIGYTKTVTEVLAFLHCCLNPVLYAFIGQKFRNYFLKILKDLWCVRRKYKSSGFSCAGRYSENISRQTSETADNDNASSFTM
UPR CHOP act: apoptotic UPR (CHOP) activation. actives 0.34% (n = 330,000). activation, % at 10 µM. CHO-CHOP luciferase reporter, luminescence; percent of tunicamycin response over DMSO baseline;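 active = at 10 µM dose, activation of 40% or more, normalized to positive control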;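 also: 100% = tunicamycin at 10 µg/mL and 0% = DMSO alone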
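System: CHO-CHOP luciferase reporter cell line | Buffer or medium: F12 medium containing 10% fetal bovine serum | Doses: One dose, 10 µM in 0.5% DMSO | Times: 6 h compound exposure at 37 °C after overnight seeding | Signal: Luciferase luminescence | Read-out: % activation vs tunicamycin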
APJ antagonist: APJ receptor antagonism; actives 0.32% (n = 330,000); P35414; inhibition, % at 20 µM; CHO-K1 APJ beta-arrestin complementation, luminescence;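 active = inhibition above about 40% at 20 µM, limit read from the data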;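 also: cells challenged with 10 nM apelin-13 agonist together with compound; plate controls were apelin-13 plus DMSO wells for no effect and DMSO wells lacking apelin-13 for full effect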
Mdm2-MdmX inh: human Mdm2/MdmX binding inhibition; SaOS-2 split-luciferase Mdm2/MdmX complementation, luminescence; inhibition, % at 8 µM; actives 3% (n = 330,000);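 active = inhibition of at least 50% at 8 µM in the primary screen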
tim23-1 inh: inhibits growth of tim23-1 mutant yeast. S. cerevisiae tim23-1 growth, BacTiter-Glo luminescence, 24 h. inhibition, % at 20 µM. actives 1.3% (n = 330,000);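 active = growth inhibition of the mutant yeast at or above 50%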;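 also: temperature-sensitive mutant grown at 25 °C; plate controls were DMSO-treated mutant yeast for no effect and medium wells lacking yeast for full effect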
* = called active by the depositor; / = no result given.

compound,APJ agonist,EBI2 antag,XBP1 UPR activ,CXCR6 inh,CCR6 antagonist,UPR CHOP act,APJ antagonist,Mdm2-MdmX inh,tim23-1 inh
COc1ccc(NS(=O)(=O)c2ccc(-c3n[nH]c(=S)n3Cc3ccccc3)cc2)cc1,0,2,-3,11,6,-0.9,-1,6,15
O=C(c1ccco1)N1CCN(Cc2csc(-c3ccccc3Cl)n2)CC1,4,-12,-5,5,14,1.4,19,8,25
CCC(C)(C)NC(=O)c1ccc2c(c1)N(CC(=O)OC)C(=O)C(C)(C)O2,2,2,0,-6,-1,0.5,-9,-30,7
O=C1C=C(c2ccc3ncccc3c2)C[C@@H](c2ccc3c(c2)OCO3)C1,-3,66*,2,3,22,0.8,11,33,21
CC(=O)Nc1ccc(N2C(=O)CCC2=O)cc1C,-5,5,-3,-17,0,-0.7,15,-7,11
CC(=O)C1C(c2cccc([N+](=O)[O-])c2)C2C(C)=NN=C2CC1(C)O (stereo unspecified),0,-2,-1,1,-3,3.0,-5,-9,6
CC[C@@H]1C/C=C\Cc2ccccc2[C@H](C(=O)C[C@H](O)CC(C)=O)OC1=O,-4,-4,0,0,0,0.6,-5,21,5
Nc1nnc(SCc2cccnc2)s1,-1,-6,0,0,8,-0.9,12,-12,6
CCCC(C)NC(=O)c1cc(S(=O)(=O)N2CCCCCC2)ccc1OC (stereo unspecified),-2,-5,-2,8,9,-2.9,7,22,14
CCC(C)C(=O)N1CCc2cc(-c3csc(N)n3)ccc21 (stereo unspecified),-3,-12,0,1,-8,2.3,-4,-186,1
COc1ccc(CCCC(=O)Nc2ccccc2F)cc1,-2,1,2,4,4,2.6,11,11,10
CCN1C(=O)[C@H]2[C@@H](c3ccc(-c4ccccc4)cc3)N3CCCC[C@@]3(C(=O)OC)[C@H]2C1=O,-1,2,-1,3,3,-0.1,4,26,36
O=c1nc2sc3ccccc3n2c(=O)n1-c1cccc(Cl)c1,-5,2,0,0,6,2.5,16,-108,-4
O=C(Oc1ccc(C(=S)N2CCOCC2)cc1)c1ccc(Br)cc1,-1,-2,3,-2,2,-0.1,12,22,-12
Cc1ccc2c(c1)[C@@H](O)C[C@@H](C)N2N=O,-3,0,-1,4,13,-0.5,17,2,1
FC(F)(F)c1nc(-c2cccs2)ncc1-c1nnnn1-c1ccc(Cl)cc1,9,-37,-1,-3,-1,9.2,-13,69*,16
CCCc1cc(=O)[nH]c(SCC(=O)Nc2oc(C)c3c(C)n[nH]c(=O)c23)n1,-3,1,0,3,-5,0.5,-8,-9,3
CCOc1ccc(N(CC(=O)O)S(=O)(=O)c2ccc(OC)c(OC)c2)cc1,1,-2,2,2,5,-1.2,-4,13,16
Fc1ccc(NC(=S)NCCN2CCOCC2)cc1,-3,-12,0,-5,-15,-0.4,-27,2,21
Cc1ccc(S(=O)(=O)N(C)CC(=O)N2CC(C)OC(C)C2)cc1 (stereo unspecified),-7,-2,-3,-1,-6,2.3,7,-11,1
Cc1nc(N/C(N)=N/S(=O)(=O)c2ccc([N+](=O)[O-])cc2)nc2ccccc12,3,-14,-1,-7,18,2.9,-24,2,35
COC(=O)c1ccc(CSc2nc3sc(C(=O)O)c(C)c3c(=O)[nH]2)cc1,-3,/,-2,/,-2,0.6,14,-17,9
CC(/C=C1\SC(=S)N(CC(=O)O)C1=O)=C\c1ccccc1,-4,0,-4,1,9,0.7,2,-18,28
COc1cc(C[C@@H]2C(=O)OC[C@H]2Cc2ccc(OC)c(OC)c2)ccc1O,-1,-29,-3,-9,9,4.2,1,6,13
COc1ccc(/C=N/NC(=O)c2cc(C)on2)c2ccccc12,4,-3,0,4,-2,1.1,2,18,-19
NC(=S)N/N=C1/CCSc2ccc3ccccc3c21,-3,13,-1,-10,14,-1.0,12,28,27
Cc1cc(C)c2c(c1)c1nnc(SCCN3CCCCC3)nc1n2C,-4,10,-1,1,33,-2.3,16,29,12
Cc1cc(C)n2nc(C(=O)OCC(=O)N(C)CC(=O)Nc3ccc(F)cc3)nc2n1,-2,-4,-2,-2,-4,-0.4,21,-2,3
O=C(CCCNC(=O)c1ccc(Cl)cc1)NCc1ccccc1Cl,-5,6,-7,0,3,-0.8,-14,-6,-24
CCN(CC)S(=O)(=O)c1ccc(N2CCOCC2)c(NC(=O)C2=COCCO2)c1,5,-6,-3,-14,4,-0.9,-20,20,11
CN(c1ccc(OCC(=O)N2CCOCC2)cc1)S(=O)(=O)c1ccc(F)cc1,-6,3,0,-3,-3,1.2,-6,6,8
CC/C(=N\NS(C)(=O)=O)c1ccccc1,-3,/,-4,/,-10,-4.6,8,-21,-26
COc1ccc(NC(=O)CN(C)C(=O)c2cc(-c3ccncc3)nc3ccccc23)cc1,10,-6,0,-5,-24,0.9,-25,-9,4
COc1ccc(S(=O)(=O)N2CCOCC2)cc1NS(=O)(=O)/C=C/c1ccccc1,-2,-7,-2,1,-1,-1.1,-12,-23,-10
Cc1ccc(S(=O)(=O)N2CCOCCOCCOCCOCCOCC2)cc1,1,-9,-6,5,13,-0.2,7,6,9
O=S(=O)(c1ccc(Cl)cc1)N1CCn2c1nc1ccccc12,6,-6,-1,8,-1,-1.8,-21,-31,16
Cc1ccccc1OC(=O)CCC(=O)OCCCC(F)(F)C(F)(F)F,1,0,2,4,2,-0.8,1,-3,-2
Cn1c(=O)oc2cc(S(=O)(=O)N3CCCC(C(=O)NC4CCCc5ccccc54)C3)ccc21 (stereo unspecified),-3,5,-4,7,7,-2.5,9,76*,2
Cc1c(C(=O)Nc2ccc(Cl)cc2)c2ccccn2c1CCc1ccncc1,-4,21,-2,8,10,6.9,4,-14,-25
CN(C)S(=O)(=O)c1cccc(NC(=O)NCCCl)c1,-2,17,-1,7,-1,-0.2,0,-18,27
COc1ccc(CNCc2ccc(F)cc2)c(OC)c1,-3,-8,1,-2,-2,-0.2,20,6,-18
CCOC(=O)C1=C(C)NC(=O)NC1c1ccc(OCC(=O)Nc2ccccc2)c(OC)c1 (stereo unspecified),1,-6,-2,5,-4,-0.9,-50,-1,6
CCC/C(=N/NC(=O)c1csc(C)c1C)c1ccc(Cl)s1,-5,5,-1,-5,-2,3.8,5,0,0
COC(=O)c1ccc(Cn2nc(C(F)(F)F)cc2C)cc1,-1,10,2,-7,16,2.7,10,15,17
O=S(=O)(c1cccc2nsnc12)N1CCCC1,0,0,-3,-4,3,-1.1,-4,9,-7
C#CCNC(=O)C1=C[C@@H](c2cn(C(C)=O)c3ccccc23)C[C@@H](OCc2ccc(CO)cc2)O1,-2,5,-1,-5,2,0.0,-2,0,-7
Cn1c(=O)c2c(ncn2Cc2nnc(N)s2)n(C)c1=O,1,-14,-2,6,6,-0.5,3,6,-1
Oc1cc2c(cc1CN1CCc3ccccc3C1)OCO2,-7,9,-3,0,8,1.9,-39,-11,15
O=c1c(Cc2c(F)cccc2Cl)c(O)ccn1CCCN1CCOCC1,-3,-4,-5,-2,-3,2.1,7,14,0
O=C(O)c1ccc(-n2cccc2/C=N\NC(=O)c2cc3cc(Br)ccc3o2)cc1,-4,-12,-1,-1,13,-1.0,1,6,-5

Continuation:
compound,APJ agonist,EBI2 antag,XBP1 UPR activ,CXCR6 inh,CCR6 antagonist,UPR CHOP act,APJ antagonist,Mdm2-MdmX inh,tim23-1 inh
COc1ccc(C(=O)N/C(N)=N/c2nc3ccccc3o2)cc1,-1,10,4,-9,-8,7.4,6,-5,4
O=C(CN1C(=O)c2ccccc2C1=O)N(CCO)Cc1ccccc1,-4,-6,-4,2,0,1.2,9,24,-1
COC(=O)c1ccccc1NC(=O)Nc1nnc(N2CCCCC2C)s1 (stereo unspecified),0,-14,4,3,3,0.3,16,28,9
CCN(Cc1nc2cc(Cl)ccc2c(=O)[nH]1)C(=O)C1CC(=O)N(c2cccc3ccccc23)C1 (stereo unspecified),-3,-8,-2,4,13,0.5,-2,-16,11
Cc1ccc(/C(O)=C2/C(=O)C(=O)N(CCN3CCOCC3)C2c2ccccn2)cc1 (stereo unspecified),2,-5,-1,-13,-2,1.1,18,3,13

Just UPR CHOP act, EBI2 antag and XBP1 UPR activ, for some of the entries so far:
SMILES,UPR CHOP act,EBI2 antag,XBP1 UPR activ
COC(=O)c1ccccc1NC(=O)Nc1nnc(N2CCCCC2C)s1 (stereo unspecified),0.3,-14,4
CCN(Cc1nc2cc(Cl)ccc2c(=O)[nH]1)C(=O)C1CC(=O)N(c2cccc3ccccc23)C1 (stereo unspecified),0.5,-8,-2

Compound profiles, from the list above.
`CCN(Cc1nc2cc(Cl)ccc2c(=O)[nH]1)C(=O)C1CC(=O)N(c2cccc3ccccc23)C1` (stereo unspecified) is entered as APJ agonist: -3; EBI2 antag: -8; XBP1 UPR activ: -2; CXCR6 inh: 4; CCR6 antagonist: 13; UPR CHOP act: 0.5; APJ antagonist: -2; Mdm2-MdmX inh: -16; tim23-1 inh: 11
`COC(=O)c1ccccc1NC(=O)Nc1nnc(N2CCCCC2C)s1` (stereo unspecified) is entered as APJ agonist: 0; EBI2 antag: -14; XBP1 UPR activ: 4; CXCR6 inh: 3; CCR6 antagonist: 3; UPR CHOP act: 0.3; APJ antagonist: 16; Mdm2-MdmX inh: 28; tim23-1 inh: 9
`Cc1ccc(/C(O)=C2/C(=O)C(=O)N(CCN3CCOCC3)C2c2ccccn2)cc1` (stereo unspecified) is entered as APJ agonist: 2; EBI2 antag: -5; XBP1 UPR activ: -1; CXCR6 inh: -13; CCR6 antagonist: -2; UPR CHOP act: 1.1; APJ antagonist: 18; Mdm2-MdmX inh: 3; tim23-1 inh: 13

A portion of the library; count on the stated rates, not on these rows.
